Screens as filed in PubChem.
ADAM17 inh: inhibits human ADAM17 | recombinant ADAM17, EDANS/DABCYL FRET peptide cleavage | inhibition, % at 6.95 µM | 370,000 compounds, 0.83% hits | P78536;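 active = inhibition above the mean of compounds lying between control limits plus 3 SD, set per campaign, cut at about 8.5% in these data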;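 note: 0% = DMSO-only wells as the low control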
ARFGAP1 inh: inhibitors of rat ARFGAP1. Q62848. 360,000 compounds, 0.26% hits. inhibition, % at 16.5 µM. Arfgap1-stimulated ARF1 GTP hydrolysis, GDP FP detection;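 active = inhibition above a per-plate limit, mean inhibition of low control wells plus 3 SD, cut at about 25% in these data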;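 note: 0% = DMSO wells with enzyme and 100% = wells lacking Arfgap1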
Target sequence (Q62848 1-136 limits assumed): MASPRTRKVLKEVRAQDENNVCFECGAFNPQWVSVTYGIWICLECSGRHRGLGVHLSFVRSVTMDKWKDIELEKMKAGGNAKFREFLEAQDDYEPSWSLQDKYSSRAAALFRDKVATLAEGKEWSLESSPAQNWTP
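Material – truncated rat Arfgap1 GAP domain · Buffer or medium – HEPES-based buffer, pH 7.5 · Reagent – human ARF1(Δ1-17)-GTP substrate · Dosing – 16.5 µM single point, 1.26% DMSO · Schedule – GTP hydrolysis reaction 2 h at 25 °C · Technique – GDP detection by fluorescence polarization · Benchmarks – No-Arfgap1 wells (100%) versus DMSO full-reaction wells (0%) · Repeats – single replicate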
DDE Tn6 FP inh: disrupts Tn6 cyclic peptide binding to fibrin D-Dimer-E complex. 370,000 compounds, 0.21% hits. inhibition, % at 8.3 µM. P02675. Fibrin DD(E) TRITC-Tn6 fluorescence polarization displacement;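 active = inhibition above a per-campaign cutoff: mean of compounds within control limits plus 3 SD, cut at about 15% in these data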;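 note: 0% = median of all compound wells on the plate and 100% = blocking peptide control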
proKLK7 act: activators of human kallikrein-7 zymogen. 370,000 compounds, 0.9% hits. purified proKLK7, EDANS-DABCYL substrate fluorescence; 100% is mature enzyme control, 0% vehicle. P49862. activation, % at 7 µM. AID 652039;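 active = activation above the mean of all tested compounds plus 3 SD, computed per campaign excluding outliers beyond control limits, cut at about 13% in these data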
Target sequence (P49862 whole entry, looked up): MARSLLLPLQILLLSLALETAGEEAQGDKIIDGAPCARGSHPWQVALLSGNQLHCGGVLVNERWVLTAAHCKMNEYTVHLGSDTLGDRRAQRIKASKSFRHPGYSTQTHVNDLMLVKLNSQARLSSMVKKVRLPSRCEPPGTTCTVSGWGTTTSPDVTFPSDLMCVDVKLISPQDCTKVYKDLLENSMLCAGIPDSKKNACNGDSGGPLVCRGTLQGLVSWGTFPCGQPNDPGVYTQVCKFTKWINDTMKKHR
MBD2 inh: MBD2-methylated oligo binding inhibition. Q9UBB5. TR-FRET, MBD2 binding to methylated oligonucleotide. inhibition, % at 4.4 µM. 370,000 compounds, 0.31% hits. AID 686964; in the data active = inhibition above about 13%
UHRF1 MBD2 ctr: blocks human UHRF1 binding to methylated DNA; Q96T88; 370,000 compounds, 0.75% hits; UHRF1 binding to methylated oligo, TR-FRET; AID 687016; inhibition, % at 4.4 µM; in the data active = inhibition above about 21%;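 note: UHRF1 SRA domain binding a hemimethylated CpG hairpin DNA probe; 0% = median of test compound wells and 100% = reference inhibitor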
ASAP1 inh: inhibitors of human ASAP1 ArfGAP activity. Q9ULH1. ASAP1-stimulated ARF1 GTP hydrolysis, GDP FP detection. inhibition, % at 16.5 µM. 360,000 compounds, 0.19% hits; in the data active = inhibition above about 25%;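 note: 0% = vehicle with enzyme and substrate and 100% = no enzyme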
Target sequence (Q9ULH1 325-724 limits assumed): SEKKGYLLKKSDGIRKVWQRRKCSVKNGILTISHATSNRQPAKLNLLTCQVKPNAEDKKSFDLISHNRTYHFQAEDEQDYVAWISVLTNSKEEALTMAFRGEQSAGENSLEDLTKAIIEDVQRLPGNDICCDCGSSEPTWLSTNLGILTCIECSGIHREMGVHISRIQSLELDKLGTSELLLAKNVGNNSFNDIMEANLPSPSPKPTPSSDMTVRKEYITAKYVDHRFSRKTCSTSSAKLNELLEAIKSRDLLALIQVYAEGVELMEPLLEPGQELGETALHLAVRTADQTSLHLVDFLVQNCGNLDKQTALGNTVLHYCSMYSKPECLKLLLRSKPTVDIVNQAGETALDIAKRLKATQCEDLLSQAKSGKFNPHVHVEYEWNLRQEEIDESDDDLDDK
PLC-gamma1 inh: PLC-gamma1 (human) inhibition, primary screen | AID 720700 | purified PLC-gamma1, fluorogenic substrate, fluorescence | 370,000 compounds, 0.84% hits | inhibition, % at 12.2 µM | P19174; in the data active = inhibition above about 9.5%
Tn7 DDE FP: inhibitors of Tn7 peptide binding to human fibrin DD(E); P02675; FP displacement of FITC-Tn7 peptide from fibrin DD(E); 0% = median of compound wells per plate; inhibition, % at 8.3 µM; 370,000 compounds, 0.13% hits;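 active = inhibition above the mean of compounds falling within the control limits plus 3 SD of them, cut at about 14% in these data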;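 note: 0% = plate median of compound wells and 100% = 10 µM Aha-Tn7 peptide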
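Assay system: human fibrin DD(E) protein / Input: 2 µM fibrin DD(E) / Benchmarks: high control of 10 µM Aha-Tn7 peptide / Measured by: fluorescence polarization of the labelled Tn7 tracer / Medium: Tris buffer with calcium and detergent, pH 7.8 / Timing: 10 min compound pre-incubation, 3 h probe incubation at room temperature / Repeats: one replicate per compound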
PLCb3 inh: PLC-beta3 (human) inhibition, primary screen; Q01970; Purified PLC-beta3, fluorogenic substrate, fluorescence; inhibition, % at 12.2 µM; 370,000 compounds, 0.18% hits; in the data active = inhibition above about 11%;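 note: 0% = median of compound wells on plate and 100% = full blocker control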
* marks the source's active call; other numbers are inactive results.

For CCOC(=O)c1c(C)[nH]c(C(C)=O)c1C the results were ADAM17 inh -2.8, ARFGAP1 inh -12.8, DDE Tn6 FP inh -0.7, proKLK7 act -0.2, MBD2 inh -4.3, UHRF1 MBD2 ctr -0.3, ASAP1 inh -11.1, PLC-gamma1 inh -1.1, Tn7 DDE FP 1.1 and PLCb3 inh 0.6.
Screening CCOc1ccc(N(C(=O)CNC(=O)c2ccco2)C(C(=O)NCC2CCCO2)c2ccccc2)cc1 (stereo unspecified) returned ADAM17 inh -6.0, ARFGAP1 inh 19.4, DDE Tn6 FP inh 5.8, proKLK7 act -0.2, MBD2 inh 1.0, UHRF1 MBD2 ctr 7.4, ASAP1 inh 1.1, PLC-gamma1 inh 5.1, Tn7 DDE FP -0.3 and PLCb3 inh -6.7.
`COC(=O)C12OCC34C(CC5C(C)=C(O)C(=O)CC5(C)C3C(O)C1O)OC(=O)C(OC(=O)C=C(C)C)C24` (stereo unspecified) gave ADAM17 inh 5.3, ARFGAP1 inh 2.7, DDE Tn6 FP inh 1.4, proKLK7 act -0.4, MBD2 inh -10.6, UHRF1 MBD2 ctr 3.5, ASAP1 inh -3.2, PLC-gamma1 inh 12.3*, Tn7 DDE FP -7.4 and PLCb3 inh 6.7.
`Cc1onc(-c2c(Cl)cccc2Cl)c1NC(=O)NNc1c(Cl)cncc1Cl` gave ADAM17 inh -5.2, ARFGAP1 inh -3.1, DDE Tn6 FP inh -2.5, proKLK7 act -0.3, MBD2 inh 8.1, UHRF1 MBD2 ctr -1.8, ASAP1 inh 10.2, PLC-gamma1 inh 2.3, Tn7 DDE FP -5.5 and PLCb3 inh -5.5.
Cc1ccc(S(=O)(=O)N2CCCC(C(=O)N(Cc3cccs3)C3CC3)C2)cc1 (stereo unspecified) was read as ADAM17 inh -7.1, ARFGAP1 inh 6.8, DDE Tn6 FP inh -9.7, proKLK7 act -0.6, MBD2 inh 6.0, UHRF1 MBD2 ctr 11.6, ASAP1 inh 14.3, PLC-gamma1 inh -0.6, Tn7 DDE FP -2.0 and PLCb3 inh 0.4.
Screening COc1cc([C@@H]2[C@H]3CNCC=C3C(C#N)=C(N)C2(C#N)C#N)ccc1OC(C)C returned ADAM17 inh -12.9, ARFGAP1 inh 4.6, DDE Tn6 FP inh -7.7, proKLK7 act 1.6, MBD2 inh -5.5, UHRF1 MBD2 ctr -4.0, ASAP1 inh 3.9, PLC-gamma1 inh -109.5, Tn7 DDE FP 0.3 and PLCb3 inh -133.0.
`COc1ccc(OCCC(=O)Nc2nccs2)cc1` gave ADAM17 inh 5.5, ARFGAP1 inh -3.0, DDE Tn6 FP inh 2.7, proKLK7 act 0.5, MBD2 inh 3.5, UHRF1 MBD2 ctr 3.4, ASAP1 inh -3.9, PLC-gamma1 inh -0.4, Tn7 DDE FP 0.4 and PLCb3 inh 6.9.
Screening CC1CCN(CCOc2cc(Cl)ccc2Cl)CC1 returned ADAM17 inh -2.5, ARFGAP1 inh -3.7, DDE Tn6 FP inh 7.5, proKLK7 act 0.4, MBD2 inh 2.1, UHRF1 MBD2 ctr -3.2, ASAP1 inh -4.3, PLC-gamma1 inh 2.2, Tn7 DDE FP 9.6 and PLCb3 inh 4.3.
For CC(C)(C)CN1C(=O)C(=O)NC[C@H]1Cc1cccc2ccccc12 the results were ADAM17 inh -4.4, ARFGAP1 inh -4.0, DDE Tn6 FP inh -7.2, proKLK7 act 0.5, MBD2 inh 0.4, UHRF1 MBD2 ctr -1.3, ASAP1 inh -4.8, PLC-gamma1 inh 2.4, Tn7 DDE FP -3.8 and PLCb3 inh 3.8.
Screening Cc1[nH]n(C(N)=S)c(=O)c1N=Nc1cc(C(F)(F)F)ccc1Cl returned ADAM17 inh -3.2, ARFGAP1 inh 11.7, DDE Tn6 FP inh 2.3, proKLK7 act 0.7, MBD2 inh -3.9, UHRF1 MBD2 ctr -5.2, ASAP1 inh 11.3, PLC-gamma1 inh 3.2, Tn7 DDE FP 3.1 and PLCb3 inh 0.8.
`CC(C)(C)S(=O)(=O)/C(C#N)=C/c1sccc1C1OCCO1` gave ADAM17 inh -13.2, ARFGAP1 inh 7.2, DDE Tn6 FP inh -2.0, proKLK7 act 0.3, MBD2 inh 1.0, UHRF1 MBD2 ctr 5.0, ASAP1 inh -6.2, PLC-gamma1 inh -6.8, Tn7 DDE FP -2.3 and PLCb3 inh -20.9.
For CCOc1ccc(CCNC(=O)C2CCC(=O)N2C2CCCCC2)cc1OCC (stereo unspecified) the results were ADAM17 inh -1.2, ARFGAP1 inh -5.1, DDE Tn6 FP inh 4.5, proKLK7 act 0.3, MBD2 inh -4.7, UHRF1 MBD2 ctr -0.9, ASAP1 inh -12.4, PLC-gamma1 inh 0.6, Tn7 DDE FP -1.1 and PLCb3 inh 2.6.
Cc1nnsc1-c1onc(C)c1C(=O)Nc1cc(Cl)cc(Cl)c1 was read as ADAM17 inh -0.2, ARFGAP1 inh 4.0, DDE Tn6 FP inh -1.6, proKLK7 act -5.1, MBD2 inh -4.7, UHRF1 MBD2 ctr -0.8, ASAP1 inh -0.3, PLC-gamma1 inh 1.4, Tn7 DDE FP -3.2 and PLCb3 inh -3.0.
COc1cccc(-c2cc(C(=O)Nc3cnn(Cc4ccc(F)cc4)c3)no2)c1 was read as ADAM17 inh -5.0, ARFGAP1 inh 4.6, DDE Tn6 FP inh 1.4, proKLK7 act -0.5, MBD2 inh -3.0, UHRF1 MBD2 ctr 1.8, ASAP1 inh 4.9, PLC-gamma1 inh -0.1, Tn7 DDE FP 5.0 and PLCb3 inh -1.6.
`CCn1cnc2cc(NC(=O)COc3ccc(C)cc3)ccc21` gave ADAM17 inh 0.6, ARFGAP1 inh -7.6, DDE Tn6 FP inh 3.1, proKLK7 act 0.3, MBD2 inh 14.7*, UHRF1 MBD2 ctr 2.9, ASAP1 inh 8.4, PLC-gamma1 inh 2.3, Tn7 DDE FP 8.8 and PLCb3 inh -6.8.
O=S(=O)(NCc1ccc2c(c1)OCO2)c1ccc(Cl)s1 was read as ADAM17 inh 0.5, ARFGAP1 inh -3.4, DDE Tn6 FP inh -3.1, proKLK7 act 0.4, MBD2 inh 1.9, UHRF1 MBD2 ctr -1.2, ASAP1 inh 9.0, PLC-gamma1 inh -2.8, Tn7 DDE FP -1.5 and PLCb3 inh -5.3.
For CCC(C)NC(=O)c1ccc2c(c1)S(=O)(=O)c1ccccc1C2=O (stereo unspecified) the results were ADAM17 inh 0.1, ARFGAP1 inh 8.2, DDE Tn6 FP inh -2.9, proKLK7 act 0.1, MBD2 inh 0.5, UHRF1 MBD2 ctr 0.1, ASAP1 inh 1.1, PLC-gamma1 inh -1.5, Tn7 DDE FP 3.0 and PLCb3 inh -6.3.
`COc1ccc(/C=C/C(=O)OCC(=O)Nc2cc(C(F)(F)F)ccc2Cl)cc1` gave ADAM17 inh -4.8, ARFGAP1 inh 2.3, DDE Tn6 FP inh 2.9, proKLK7 act 0.0, MBD2 inh 3.6, UHRF1 MBD2 ctr 4.0, ASAP1 inh -2.2, PLC-gamma1 inh -1.8, Tn7 DDE FP 5.6 and PLCb3 inh 0.0.
For Cc1ccccc1C(=O)Nc1cccc(-c2nnc(SCC(=O)O)n2C)c1 the results were ADAM17 inh -4.5, ARFGAP1 inh -1.4, DDE Tn6 FP inh -9.2, proKLK7 act -0.1, MBD2 inh -0.7, UHRF1 MBD2 ctr -0.2, ASAP1 inh -0.5, PLC-gamma1 inh -1.5, Tn7 DDE FP 5.8 and PLCb3 inh 1.7.
Cc1cc(C)c([C@@H]2C[C@H]3CN(C4CCCC4)C(=O)[C@]34CCCN24)c(-n2cccn2)c1 was read as ADAM17 inh -1.8, ARFGAP1 inh -10.6, DDE Tn6 FP inh 4.8, proKLK7 act 0.5, MBD2 inh -2.3, UHRF1 MBD2 ctr 0.8, ASAP1 inh -5.0, PLC-gamma1 inh -0.6, Tn7 DDE FP 0.1 and PLCb3 inh -3.0.

Quoted at random: two entries already listed, in no set order.
Cc1nnsc1-c1onc(C)c1C(=O)Nc1cc(Cl)cc(Cl)c1 was read as ADAM17 inh -0.2, ARFGAP1 inh 4.0, DDE Tn6 FP inh -1.6, proKLK7 act -5.1, MBD2 inh -4.7, UHRF1 MBD2 ctr -0.8, ASAP1 inh -0.3, PLC-gamma1 inh 1.4, Tn7 DDE FP -3.2 and PLCb3 inh -3.0.
Cc1cc(C)c([C@@H]2C[C@H]3CN(C4CCCC4)C(=O)[C@]34CCCN24)c(-n2cccn2)c1 was read as ADAM17 inh -1.8, ARFGAP1 inh -10.6, DDE Tn6 FP inh 4.8, proKLK7 act 0.5, MBD2 inh -2.3, UHRF1 MBD2 ctr 0.8, ASAP1 inh -5.0, PLC-gamma1 inh -0.6, Tn7 DDE FP 0.1 and PLCb3 inh -3.0.

Next part.
Screening O=C(NCc1ccncc1)C1CCN(S(=O)(=O)c2ccccc2)CC1 returned ADAM17 inh -1.0, ARFGAP1 inh 2.7, DDE Tn6 FP inh 4.5, proKLK7 act -0.4, MBD2 inh 2.0, UHRF1 MBD2 ctr 0.8, ASAP1 inh -3.7, PLC-gamma1 inh -0.3, Tn7 DDE FP 0.9 and PLCb3 inh -0.3.
Screening CCC(C(=O)NC1CCCC1)N(C(=O)Cn1nnc(-c2ccc(C)o2)n1)c1ccccc1OC (stereo unspecified) returned ADAM17 inh 3.2, ARFGAP1 inh -0.8, DDE Tn6 FP inh 0.6, proKLK7 act 0.2, MBD2 inh -1.7, UHRF1 MBD2 ctr 9.0, ASAP1 inh -13.2, PLC-gamma1 inh -2.0, Tn7 DDE FP 2.3 and PLCb3 inh -3.4.
For CCOC(=O)C1=C(Cn2cnc3ccccc32)NC(=O)NC1c1ccc(Cl)cc1 (stereo unspecified) the results were ADAM17 inh 2.9, ARFGAP1 inh -3.6, DDE Tn6 FP inh 5.3, proKLK7 act -0.5, MBD2 inh -5.8, UHRF1 MBD2 ctr 2.5, ASAP1 inh 5.0, PLC-gamma1 inh 3.3, Tn7 DDE FP -4.2 and PLCb3 inh 2.3.
Cn1c(SCC(=O)N2CCCC2)nc2c(c1=O)SCC2 was read as ADAM17 inh -0.2, ARFGAP1 inh 4.4, DDE Tn6 FP inh 3.5, proKLK7 act 0.0, MBD2 inh 1.6, UHRF1 MBD2 ctr -2.6, ASAP1 inh -1.3, PLC-gamma1 inh 0.1, Tn7 DDE FP -1.0 and PLCb3 inh -7.4.
